# High-throughput results from PubChem BioAssay.
# LEDGF integ inh – blockers of LEDGF/p75-dependent integrase strand transfer – biochemical, TR-FRET, high throughput, primary screen. HIV-1 integrase (with human LEDGF/p75). TR-FRET IN-LEDGF/p75 DNA integration, Eu/Cy5. AID 743269, 2014. 370,000 compounds, 0.64% hits. inhibition, % at 3.7 µM;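 active = inhibition above the screen-wide mean plus 3 SD, cut at about 13% in these data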;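 note: signal is the Cy5 over europium emission ratio at 671 and 618 nm; 0% = plate median of compound wells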
# HTRA1 inh – HTRA1 serine protease inhibitors, primary screen, biochemical, fluorescence polarization, HTS | Q92743 | recombinant HTRA1, FP-rhodamine activity-based probe | inhibition, % at 5.96 µM | 340,000 compounds, 0.5% hits | AID 504803, 2011; in the data active = inhibition above about 36%;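 note: 0% = enzyme with DMSO and 100% = wells lacking enzyme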
# rCAG RNA binder – binders of r(CAG) RNA repeats, primary screen, biochemical, fluorescence; r(CAG) RNA repeat, TO-PRO-1 dye displacement fluorescence; inhibition, % at 3 µM; 370,000 compounds, 1.3% hits; AID 651821, 2012;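 active = inhibition above the plate cutoff, the mean of all test compounds on that plate plus 3 SD, cut at about 35% in these data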;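 note: 0% = DMSO alone and 100% = 100 µM mitoxantrone as full dye displacement; higher means more dye released from RNA so lower well fluorescence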
# SIAE primary – human SIAE inhibitors, primary screen, biochemical, fluorescence polarization, FP-Rh probe, 1536-well HTS | AID 1053197, 2014 | Sialate O-acetylesterase (Homo sapiens), Q9HAT2 | 370,000 compounds, 0.69% hits | SIAE FP-Rh probe binding | inhibition, % at 9.66 µM;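 active = inhibition above a cutoff: mean of compounds within the control limits plus 3 SD of those, cut at about 17% in these data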;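 note: 0% = plate median of compound wells and 100% = probe without SIAE protein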
# Target sequence (Q9HAT2 whole entry, looked up): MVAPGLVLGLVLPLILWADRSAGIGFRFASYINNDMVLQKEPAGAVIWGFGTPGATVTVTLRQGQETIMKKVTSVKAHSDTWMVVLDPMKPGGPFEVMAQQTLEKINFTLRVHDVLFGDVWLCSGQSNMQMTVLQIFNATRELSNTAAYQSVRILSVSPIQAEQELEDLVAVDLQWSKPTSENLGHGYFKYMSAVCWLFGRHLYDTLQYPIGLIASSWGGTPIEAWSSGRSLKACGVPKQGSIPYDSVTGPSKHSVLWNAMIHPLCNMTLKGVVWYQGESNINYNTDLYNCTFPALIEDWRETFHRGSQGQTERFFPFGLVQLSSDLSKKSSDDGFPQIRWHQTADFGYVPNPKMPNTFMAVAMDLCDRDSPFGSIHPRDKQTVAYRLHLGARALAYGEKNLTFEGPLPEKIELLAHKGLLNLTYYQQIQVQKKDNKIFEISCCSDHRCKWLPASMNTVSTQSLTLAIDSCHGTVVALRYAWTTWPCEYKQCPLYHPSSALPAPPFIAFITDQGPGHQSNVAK
# PRMT1 FP inh – PRMT1 methyltransferase inhibitors, primary screen, biochemical, fluorescence polarization; 370,000 compounds, 1.3% hits; inhibition, % at 2.79 µM; recombinant PRMT1, activity-based probe fluorescence polarization;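 active = inhibition above about 21% made by adding two undisclosed values, limit read from the data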
# PG9 binder – binders of HIV-1 gp120 antibody PG9, primary screen, biochemical, TR-FRET; inhibition, % at 6.7 µM; TR-FRET gp120-PG9 antibody binding; HIV-1 gp120 / PG9 antibody interaction; 360,000 compounds, 0.43% hits; AID 624416, 2012; in the data active = inhibition above about 8.5%
# mABHD4 FP – ABHD4 inhibitors, primary screen, biochemical, fluorescence polarization, mouse | purified mABHD4, FP-Rh probe fluorescence polarization | inhibition, % at 8.92 µM | 370,000 compounds, 0.54% hits | AID 720543, 2013;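 active = inhibition exceeding the mean over every tested compound plus 3 SD, cut at about 30% in these data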;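 note: 0% = plate median of compound wells and 100% = S159A mutant with DMSO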
#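 Assay system: Wild-type mouse ABHD4 protein | Medium: HEPES pH 7.0 buffer, 150 mM NaCl, 0.01% Pluronic F-127 | Incubation: Enzyme–compound pre-incubation 45 min, then probe 60 min, both 25 °C | Technique: Fluorescence polarization with parallel and perpendicular emission, 525/598 nm | Evaluation: % inhibition of FP-Rh probe binding versus controls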
# TCR CD3 inh – inhibitors of human TCR-CD3 interaction, primary screen, biochemical, fluorescence, TAMRA-labeled TCR probe; T-cell receptor (TCR); inhibition, % at 9.4 µM; 360,000 compounds, 0.37% hits; AID 651800, 2012; in the data active = inhibition above about 19%;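 note: recombinant mutant TCR 2C K166C tagged with TAMRA read by polarization; 0% = receptor in buffer alone and 100% = receptor with positive control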
# NR1D1 modulator – modulators of Rev-erb alpha DNA binding, primary screen, biochemical, FITC-DNA, fluorescence polarization, uHTS | Rev-erbα–FITC-DNA binding, 90 min | activity, % at 10 µM | 370,000 compounds, 0.79% hits | AID 1259318, 2017;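 active = activity above about 14%, limit read from the data; passing the limit was not always enough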;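 note: 0% = DMSO wells with 35 nM protein and 100% = DMSO wells with 750 nM protein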
# Target sequence (P20393 whole entry, looked up): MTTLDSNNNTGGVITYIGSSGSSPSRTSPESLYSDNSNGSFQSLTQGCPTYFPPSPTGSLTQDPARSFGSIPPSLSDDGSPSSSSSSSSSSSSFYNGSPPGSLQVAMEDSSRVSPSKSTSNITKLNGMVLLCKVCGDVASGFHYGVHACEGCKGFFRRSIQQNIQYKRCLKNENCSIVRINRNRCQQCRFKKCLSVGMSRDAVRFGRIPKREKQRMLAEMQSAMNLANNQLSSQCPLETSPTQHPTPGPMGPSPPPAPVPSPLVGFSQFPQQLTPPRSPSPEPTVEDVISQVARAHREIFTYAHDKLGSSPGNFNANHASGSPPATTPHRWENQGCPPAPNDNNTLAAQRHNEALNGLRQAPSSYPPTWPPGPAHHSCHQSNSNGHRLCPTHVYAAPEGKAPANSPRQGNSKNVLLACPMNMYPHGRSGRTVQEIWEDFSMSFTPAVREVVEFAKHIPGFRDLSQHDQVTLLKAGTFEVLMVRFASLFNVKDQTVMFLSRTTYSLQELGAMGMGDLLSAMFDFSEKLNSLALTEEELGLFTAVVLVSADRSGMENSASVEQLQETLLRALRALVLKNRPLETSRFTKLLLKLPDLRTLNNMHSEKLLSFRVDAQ
# TDP2 inh – human TDP2 enzyme inhibitors, primary screen, biochemical, epi absorbance, recombinant enzyme; Tyrosyl-DNA phosphodiesterase 2 (Homo sapiens), O95551; T5PNP hydrolysis, p-nitrophenol absorbance 415 nm; inhibition, % at 12.8 µM; 370,000 compounds, 0.34% hits; AID 720702, 2013;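 active = inhibition above the mean of all tested compounds plus 3 SD, set per campaign, cut at about 25% in these data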;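 note: 0% = DMSO with enzyme and 100% = buffer with substrate but no TDP2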
#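 Test system: human TDP2 enzyme; Input: 120 nM TDP2 per well; Buffer or medium: Mg2+-containing Tris-HCl buffer, pH 7.5; Reagent: 5 mM T5PNP; Dosing: 12.8 µM single point, 1% DMSO; Incubation: reaction 2 h, 37 °C; Detection: p-Nitrophenol epi absorbance; Read-out: % inhibition relative to enzyme-containing and enzyme-free wells; Replicates: single well per compound.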
# * marks the source's active call; other numbers are inactive results; · = no result given; & = joins results of further samples; ! = a repeat was not active. These rows are one share of the data; the hit share may differ from the screen's.
# Start of the listing, in advance:
SMILES,LEDGF integ inh,HTRA1 inh,rCAG RNA binder,SIAE primary,PRMT1 FP inh,PG9 binder,mABHD4 FP,TCR CD3 inh,NR1D1 modulator,TDP2 inh
COc1ccc(C(CNC(=O)COc2ccc(F)cc2Cl)N2CCCCC2)cc1 (stereo not given),-1,3,0,3,1,0.0,8,-3,-4,3
CCCCCC(=O)Nc1ccc(Cc2ccncc2)cc1,2,-3,-6,5,1,-0.2,6,4,3,11
O=C(N/N=C/c1ccccc1[N+](=O)[O-])c1cnccn1,2,3,-3,0,5,0.5,-1,2,5,6
Cc1ccc(Oc2cc(C)nc(-c3ccccc3O)n2)cc1,-1,-13,2,0,1,0.7,-5,-3,-5,0
COc1ccc(C)cc1NC(=O)CSc1nnc(COc2ccccc2)n1Cc1ccco1,-3,-29,-3,3,0,0.6,-12,-3,0,-7
CN1C(=O)NC2C1N(S(C)(=O)=O)CCN2S(C)(=O)=O (stereo not given),-6,6,-1,2,1,-0.4,2,-2,1,6
COc1ccc(CCNC(=O)C2CCCN(S(=O)(=O)c3ccccc3)C2)cc1 (stereo not given),2,5,-9,4,1,0.7,0,1,-1,-4
CCNc1nc(Nc2ccc(C)c(Cl)c2)c2cnn(C)c2n1,2,-4,20,8,-1,-3.7,1,-4,-6,-6
Cc1c([N+](=O)[O-])c(C(=O)Nc2ccc3c(c2)OCCO3)nn1C,-2,3,2,0,-2,-2.5,2,2,-3,3
CC(C)CCN(C(=O)c1ccc(Br)cc1)c1c(N)n(Cc2ccccc2)c(=O)[nH]c1=O,1,6,1,1,-6,-0.4,-4,-4,-8,4
COc1ccc(O)c(-c2[nH]ncc2C(=O)c2ccccc2C)c1,0,5,3,4,-3,1.6,0,3,0,1
CN(C)C(=O)COc1ncnc2sc(-c3ccccc3)cc12,5,-5,0,-4,-3,-3.0,1,4,1,-1

# Results, repeating the preview:
SMILES,LEDGF integ inh,HTRA1 inh,rCAG RNA binder,SIAE primary,PRMT1 FP inh,PG9 binder,mABHD4 FP,TCR CD3 inh,NR1D1 modulator,TDP2 inh
COc1ccc(C(CNC(=O)COc2ccc(F)cc2Cl)N2CCCCC2)cc1 (stereo not given),-1,3,0,3,1,0.0,8,-3,-4,3
CCCCCC(=O)Nc1ccc(Cc2ccncc2)cc1,2,-3,-6,5,1,-0.2,6,4,3,11
O=C(N/N=C/c1ccccc1[N+](=O)[O-])c1cnccn1,2,3,-3,0,5,0.5,-1,2,5,6
Cc1ccc(Oc2cc(C)nc(-c3ccccc3O)n2)cc1,-1,-13,2,0,1,0.7,-5,-3,-5,0
COc1ccc(C)cc1NC(=O)CSc1nnc(COc2ccccc2)n1Cc1ccco1,-3,-29,-3,3,0,0.6,-12,-3,0,-7
CN1C(=O)NC2C1N(S(C)(=O)=O)CCN2S(C)(=O)=O (stereo not given),-6,6,-1,2,1,-0.4,2,-2,1,6
COc1ccc(CCNC(=O)C2CCCN(S(=O)(=O)c3ccccc3)C2)cc1 (stereo not given),2,5,-9,4,1,0.7,0,1,-1,-4
CCNc1nc(Nc2ccc(C)c(Cl)c2)c2cnn(C)c2n1,2,-4,20,8,-1,-3.7,1,-4,-6,-6
Cc1c([N+](=O)[O-])c(C(=O)Nc2ccc3c(c2)OCCO3)nn1C,-2,3,2,0,-2,-2.5,2,2,-3,3
CC(C)CCN(C(=O)c1ccc(Br)cc1)c1c(N)n(Cc2ccccc2)c(=O)[nH]c1=O,1,6,1,1,-6,-0.4,-4,-4,-8,4
COc1ccc(O)c(-c2[nH]ncc2C(=O)c2ccccc2C)c1,0,5,3,4,-3,1.6,0,3,0,1
CN(C)C(=O)COc1ncnc2sc(-c3ccccc3)cc12,5,-5,0,-4,-3,-3.0,1,4,1,-1
CCCCNC(=O)C1c2ccccc2OCC(=O)N1Cc1ccccc1 (stereo not given),3,·,1,-3,-2,-1.7,-2,-5,0,-5
COc1ccc(-n2ccnc(SCC(=O)NCc3ccc(C)cc3)c2=O)cc1Cl,-3,-1,-4,5,36*,-2.0,5,7,-5,17
CN(C(=O)CCn1c(=S)oc2ccccc21)c1ccc(F)cc1,-1,2,-4,-2,3,0.9,-11,-2,0,-5
Cc1cc(Cl)ccc1C(=O)C1CCCN(C(=O)c2snnc2C)C1 (stereo not given),6,-4,-3,-5,-2,-0.7,0,5,8,7
O=C(C1CCC1)N1CCc2cc(S(=O)(=O)Nc3ccc4c(c3)OCO4)ccc21,-1,-11,6,-2,4,-1.7,0,1,-1,1
CCn1ncc(NC(=S)Nc2ccc3c(c2)OCO3)c1C(N)=O,1,-4,0,0,2,1.2,9,5,11,-7
CCOC(=O)c1ccccc1NC(=O)N[C@@H](C)C(=O)OC,-4,-5,-2,-1,-4,-0.5,3,7,0,-17
O=C(Oc1ccc2ccc(=O)oc2c1)c1ccccc1,1,4,-1,-2,0,-2.1,2,-3,-5,-12

# Some of these compounds in order of length of the SMILES, low to high:
SMILES,LEDGF integ inh,HTRA1 inh,rCAG RNA binder,SIAE primary,PRMT1 FP inh,PG9 binder,mABHD4 FP,TCR CD3 inh,NR1D1 modulator,TDP2 inh
CCOC(=O)c1ccccc1NC(=O)N[C@@H](C)C(=O)OC,-4,-5,-2,-1,-4,-0.5,3,7,0,-17
Cc1c([N+](=O)[O-])c(C(=O)Nc2ccc3c(c2)OCCO3)nn1C,-2,3,2,0,-2,-2.5,2,2,-3,3
O=C(C1CCC1)N1CCc2cc(S(=O)(=O)Nc3ccc4c(c3)OCO4)ccc21,-1,-11,6,-2,4,-1.7,0,1,-1,1

# (list continues)
SMILES,LEDGF integ inh,HTRA1 inh,rCAG RNA binder,SIAE primary,PRMT1 FP inh,PG9 binder,mABHD4 FP,TCR CD3 inh,NR1D1 modulator,TDP2 inh
COc1cccc(N2CCN(C(=O)c3cc(C)oc3C)CC2)c1,-8,-3,8,12,2,1.0,3,-1,1,-3
CCc1ccc(C(=O)OCC(=O)NC2CCCC2)cc1,-6,3,0,5,1,-2.0,5,2,-7,3
C/C(=N\NC(=S)NCC(C)(C)C)c1cc(F)cc(F)c1O,1,35,5,3,4,-0.6,8,27*,-2,5
O=C1CC(=O)Nc2cc(S(=O)(=O)Nc3ccc(F)cc3Cl)ccc2N1,-3,1,1,3,3,-0.8,7,-2,-4,3
O=C(c1cc(-c2cccnc2)nc2ccccc12)N1CCCc2ccccc21,2,-6,-6,1,-3,-3.0,-10,6,-4,2
CN(CC(=O)OCC(N)=O)S(=O)(=O)c1ccc(Cl)cc1,-3,-3,0,-3,1,-0.8,4,0,-3,12
CCC(CO)Oc1cc(NC(=O)c2cccc(Cl)c2)c2ncn(C(C)C)c2c1 (stereo not given),-2,-13,1,-4,4,-0.8,-3,-2,-1,-2
Cc1cccc(C)c1NC(=O)CN1C(=O)N(C)Cc2ccccc21,-5,1,1,1,3,1.4,2,-2,-4,-7
COc1cccc(CN2CC(C(=O)NCCCn3ccnc3C)CCC2=O)c1 (stereo not given),1,3,-4,6,-2,-0.4,0,3,-1,-4
CC(C)c1ccc(OCC(=O)N2CCN(C(=O)c3ccco3)CC2)cc1,-5,8,-11,-3,1,-0.7,2,0,-4,-16
S=c1nc(-c2ccccc2)oc2c1CCCC2,-4,-2,4,-5,6,-0.5,1,0,2,-12
CCCCNC(C(=O)Nc1ccc([N+](=O)[O-])cc1Br)c1ccccc1 (stereo not given),4,2,1,3,4,-0.5,19,-2,4,17
CCOC(=O)[C@]12CCC=C1N(Cc1ccc(Cl)cc1Cl)C(=O)[C@H](CC(=O)N1CCOCC1)C2,5,·,7,-1,1,-1.3,1,9,5,-3
Cc1csc(NC(=O)CCn2c(=O)sc3ccccc32)n1,-2,2,-3,-5,-1,1.5,-8,2,1,0
CCOC(=O)C1CCN(C(=O)COc2cccc(C)c2)CC1,1,-2,-3,-2,0,-0.5,0,7,2,-9
O=C(CCc1ccc(S(=O)(=O)NC2CCCCC2)cc1)NCc1ccccn1,-6,-3,-2,5,0,-1.7,4,-4,1,-1
O=C(c1ccc(OCCN2CCCCC2)cc1)c1c(-c2ccc(O)cc2)sc2cc(O)ccc12,-5&-4,7&8,17&20,27*!,0&3,-1.1&-0.8,14&17,4&-11,-4&-1&5,7&0
Cc1ccc(N=C2NC(=O)C(CC(=O)NCc3ccccc3)S2)cc1C (stereo not given),1,-1,-2,8,9,-0.1,-5,2,-7,5
Cc1cc2ncn(C(=O)N3CCC(C)CC3)c2cc1C,0,1,-2,0,-2,0.6,5,2,4,-1
CCOc1ccccc1C(=O)NCC(=O)O,1,2,0,0,4,-1.0,-1,0,-6,-3
O=[N+]([O-])c1cc(-n2cccc2)ccc1N1CCOCC1,-1,4,-3,-2,1,1.3,6,5,0,5
Cc1csc(CNc2ncnc3ccc(-c4ccc5c(c4)OCCO5)cc23)c1,1,-65,11,-7,-2,0.0,-44,5,3,5
Cc1ccc2c(c1)C(O)(CC(=O)c1ccc(C)s1)C(=O)N2 (stereo not given),-2,3,-1,-1,0,-2.5,4,-2,6,10
Cc1[nH]c(=O)[nH]c(=O)c1/C=N/NC(=O)CCNC(=O)OC(C)(C)C,1,-16,0,-4,-3,-1.8,4,0,2,7
CCOC(=O)Cn1c(=O)cnc2ccccc21,0,1,2,-1,-1,-0.3,-1,3,3,6
C[N+]1(CCn2ccc3ccccc32)CCCCC1,4,4,-2,2,0,1.5,-1,5,-6,14
CCCCN1C(=O)C(=O)N(CC(=O)N2N=C3/C(=C/c4ccco4)CCCC3C2c2ccco2)C1=O (stereo not given),-1,2,2,5,-1,-0.4,-1,-4,-4,8
COc1ccc(-c2nc3ccc(N4CCCC4)cc3c(=O)[nH]2)cc1OC,-2,7,8,7,-1,-4.9,9,6,-28,-11
CN(c1ccccc1)S(=O)(=O)c1ccc(Cl)c(C(=O)NC2=NCCS2)c1,-11,-3,4,-10,3,1.8,-3,1,1,-5
Cc1cc(Nc2cc(F)ccc2C)n2nc(C)nc2n1,-1,-2,1,9,2,-0.3,-7,-10,1,-2
Cc1ccc(C(=O)N2CCC[C@@H]2C(=O)N2CCC[C@H]2C(=O)NCc2ccccc2)cc1,1,·,-2,-3,0,0.6,-6,2,4,10
Cc1ccccc1C(=O)Nc1nnc(CC(=O)N/N=C/c2cn(Cc3ccccc3)c3ccccc23)s1,2,10,9,0,-1,0.0,9,12,-4,-14
CC1SC(=NC(=O)c2ccncc2)NC1=O (stereo not given),6,3,-2,-12,13,-0.6,-6,5,0,-1
